Screening data as filed in PubChem.
VIM-2 inhibitor: inhibitors of Pseudomonas aeruginosa VIM-2 metallo-beta-lactamase. hit rate 0.89% among 290,000. inhibition, % at 5.6 µM. purified VIM-2, nitrocefin hydrolysis, epi-absorbance fluorescence;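 active = inhibition above the mean of all tested compounds plus 3 SD, cutoff set per screening run, cut at about 7.5% in these data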;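 note: red hydrolysis product quenches plate fluorescence so inhibitors raise well fluorescence; 0% = enzyme with DMSO and 100% = DMSO without enzyme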
IDE cell activ: IDE (human) activation, cell-based. P14735. HEK cells, FAbeta-B cleavage, fluorescence polarization; 0% vehicle, 100% cell-free pure enzyme wells. activation, % at 5.96 µM. hit rate 0.073% among 340,000. AID 493087;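 active = activation above the mean of all tested compounds plus 3 SD, set per screening campaign, cut at about 17% in these data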
IMP-1 inhibitor: inhibitors of Pseudomonas aeruginosa IMP-1 metallo-beta-lactamase | purified IMP-1, nitrocefin hydrolysis, epi-absorbance fluorescence | inhibition, % at 5.6 µM | hit rate 0.45% among 290,000 | AID 1556;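 active = inhibition above the mean plus 3 SD of all compounds in the same screening run, cut at about 4.5% in these data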;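 note: 0% = IMP-1 with DMSO and 100% = DMSO wells lacking enzyme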
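Test system: recombinant IMP-1 enzyme, purified / Medium: HEPES buffer pH 7.1 with ZnSO4 and Brij 35 / Doses: single dose, 5.6 µM / Times: 25 °C, 15 min preincubation, 25 min reaction / Detection: Epi-absorbance via hydrolysed-nitrocefin quenching of white-plate fluorescence, 480/530 nm, EDTA stop / Evaluation: percent inhibition from optical density relative to buffer-blank wells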
PfM18AAP inh: blocks P. falciparum M18 aspartyl aminopeptidase. hit rate 1.2% among 290,000. AID 1822. inhibition, % at 7.35 µM. recombinant PfM18AAP, H-Glu-NHMec fluorogenic cleavage;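 active = inhibition above the campaign mean inhibition over all tested compounds plus 3 SD, cut at about 28% in these data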;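 note: 0% = plate median of test compound wells and 100% = 2 mM ZnCl2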
IDE inh: inhibitors of human insulin-degrading enzyme in cells | AID 434962 | hit rate 0.41% among 320,000 | P14735 | inhibition, % at 5.59 µM | HEK cells, FAbetaB cleavage, fluorescence polarization;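 active = percent inhibition above the average of all tested compounds plus 3 SD, set per screening campaign, cut at about 16% in these data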;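 note: IDE supplied by intact live HEK cells; FP after avidin binding of uncleaved biotin substrate so inhibition keeps polarization high; 0% = DMSO wells and 100% = 60 µM reference IDE inhibitor Ii1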
p-CIP stab down: p/CIP protein destabilization; hit rate 0.01% among 290,000; F442A p/CIP-EGFP cells, EGFP fluorescence, 16 h; Q05BA5; decrease of EGFP signal, % at 10 µM;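 active = EGFP signal decrease of at least 30% at 10 µM or well 3 SD below plate mean, unless failing retest; inactive = the rest, including hits failing retest or dose response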; note: some compounds called inactive have numbers as strong as hits; many of its hits are not listed in these tables
PHOSPHO1 block: blocks human PHOSPHO1 phosphatase activity | hit rate 1.1% among 290,000 | recombinant PHOSPHO1, absorbance phosphatase assay | inhibition, % at 13.3 µM | Q8TCT1 | AID 1565; in the data active = inhibition above about 60%
Target sequence (Q8TCT1 whole entry, looked up): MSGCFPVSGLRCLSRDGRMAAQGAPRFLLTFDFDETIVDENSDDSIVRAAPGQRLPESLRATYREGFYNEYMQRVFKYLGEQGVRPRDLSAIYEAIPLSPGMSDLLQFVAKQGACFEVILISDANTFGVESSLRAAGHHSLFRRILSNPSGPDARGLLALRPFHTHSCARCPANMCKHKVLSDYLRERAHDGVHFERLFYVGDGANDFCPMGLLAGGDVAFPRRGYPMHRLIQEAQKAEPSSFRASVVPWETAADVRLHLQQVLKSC
GPR7 antag: blocks human GPR7 receptor signaling; hit rate 1.1% among 290,000; inhibition, % at 4.4 µM; AID 1861; GPR7-expressing cells, fluorescence antagonist assay; in the data active = inhibition above about 16%, passing the limit was not always enough;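 note: cells stimulated with the agonist NPW; 0% = agonist with vehicle and 100% = vehicle without agonist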
Target sequence (P48145 whole entry, looked up): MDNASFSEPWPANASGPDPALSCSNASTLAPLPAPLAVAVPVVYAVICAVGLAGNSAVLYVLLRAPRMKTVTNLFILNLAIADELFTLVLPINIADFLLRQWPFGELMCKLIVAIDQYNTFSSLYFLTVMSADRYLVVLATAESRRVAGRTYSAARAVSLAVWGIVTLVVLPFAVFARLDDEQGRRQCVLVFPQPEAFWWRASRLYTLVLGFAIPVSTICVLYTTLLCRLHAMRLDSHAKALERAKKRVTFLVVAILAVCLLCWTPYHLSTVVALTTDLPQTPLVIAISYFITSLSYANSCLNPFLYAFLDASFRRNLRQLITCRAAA
NALP1 inh: inhibitors of NALP1 inflammasome in yeast; S. cerevisiae NALP1/ASC/caspase-1 growth, X-gal OD620, 72 h; AID 2071; inhibition, % at 10 µM; hit rate 0.61% among 280,000; in the data active = inhibition mostly above about 24%, no sharp cut-off; inactive = mostly below about 32%; note: some compounds called inactive have numbers as strong as hits
Active calls of the source: *; · = no result given.

SMILES	VIM-2 inhibitor	IDE cell activ	IMP-1 inhibitor	PfM18AAP inh	IDE inh	p-CIP stab down	PHOSPHO1 block	GPR7 antag	NALP1 inh
COCCN(CC1CCCN(C2Cc3ccccc3C2)C1)C(=O)c1cccc(C)c1 (configuration not stated)	-1.8	6.8	-1.5	4.5	0.8	5.3	45.3	0.1	10.2
O=C(NC(O)C(=O)c1cccs1)c1cccnc1 (configuration not stated)	-2.2	5.9	-3.0	8.6	6.6	-6.8	18.2	-11.1	8.4
Nc1nonc1C(=O)N/N=C/c1cc2c(cc1[N+](=O)[O-])OCO2	-0.3	1.6	-1.6	12.7	0.1	-3.3	32.5	-10.2	9.8
Cc1c(Cl)cccc1NC(=S)NCCc1ccc(F)cc1	-2.3	-0.3	-1.0	2.3	0.0	-11.3	·	-9.1	15.6
CC(C)=NOCc1ccc(-c2cn([C@@H]3COC[C@H]3O)nn2)cc1	-1.4	·	-4.3	-1.1	·	-6.2	-13.5	-5.1	11.3
CN(CCC#N)C(=O)CC1(Cc2ccccc2)CCOC(C)(C)C1 (configuration not stated)	-3.0	4.5	-3.4	-6.1	4.7	-7.8	11.9	4.0	-7.7
CCCc1noc2c1C(c1ccoc1)C(C#N)=C(N)N2 (configuration not stated)	-0.1	3.5	-3.5	13.1	0.9	-10.4	26.1	-7.0	22.6
O=C(NCC1CCCO1)C(c1ccc(F)cc1)N(Cc1ccc(F)cc1)C(=O)Cn1nnc(-c2cccs2)n1 (configuration not stated)	-2.5	3.3	-2.2	-5.6	4.7	-1.3	-3.2	-10.8	-5.9
CC(=O)Nc1ccc2c(c1)N(C(=O)CN(C)C)c1ccccc1CC2	-0.1	0.9	0.3	13.3	1.1	10.9	0.9	-1.1	3.9
CCC(C(=O)NC(C)(C)C)N(Cc1cccs1)C(=O)CNS(=O)(=O)c1ccccc1 (configuration not stated)	-1.2	9.2	-4.0	3.1	9.5	2.7	48.1	-15.0	·
CC(=O)c1cccc(S(=O)(=O)N2CCN(c3nc4cc(C)cc(C)c4cc3C#N)CC2)c1	-2.4	6.8	-1.9	4.0	11.4	-8.5	19.2	4.5	11.4
CCOC(=O)C1=C(CN2CCN(C(=O)c3ccco3)CC2)NC(=O)NC1c1ccc(C)cc1 (configuration not stated)	-3.1	4.8	-3.0	5.7	-7.2	1.9	38.5	-14.5	12.1
S=c1[nH]c(-c2cccs2)cn1-c1ccccc1	-2.5	3.3	-3.3	38.5*	-8.5	-11.6	31.0	-12.4	7.1
O=C(N/N=C/c1c[nH]c2ccc(Br)cc12)c1ccccn1	-5.3	2.1	-5.0	6.6	-3.2	8.8	8.6	1.8	-11.8
Cc1ccc(C(=O)N/C(=C/c2ccc(C(C)C)cc2)C(=O)NCCCN2CCOCC2)cc1	-0.8	·	0.2	-5.5	-0.2	0.1	-3.1	-0.5	8.1
O=C(Cn1cnc2c(cnn2-c2ccccc2)c1=O)c1ccc(Cl)cc1	-5.1	6.7	-1.9	5.1	0.9	-3.8	6.1	-11.8	17.1
O=C(c1ccc(C(=O)N2CCCc3ccccc32)nc1)N1CCCc2ccccc21	·	1.5	·	·	6.5	-12.0	8.7	·	-4.4
COC(=O)C1C(=O)c2c([nH]c(C(=O)OC3CCCC3)c2C)CC1C (configuration not stated)	-1.1	-2.1	1.2	-8.1	-1.9	0.6	-2.6	-2.9	-13.4
CCN(CC)S(=O)(=O)c1ccc(C(=O)OCC(=O)Nc2ccc(-c3nc4ccc(C)cc4s3)cc2)cc1	-2.9	3.2	-1.6	0.7	2.0	-1.0	-3.9	-3.9	33.2
COc1nc(NC2CCCCC2)nc(N2CCCCCC2)n1	-0.1	1.1	-4.0	-9.1	10.6	-6.5	-17.4	-10.9	-1.4
O=C(Nc1nc(-c2ccc(F)cc2)cs1)c1ccc(N2C(=O)CCC2=O)cc1	0.7	-2.8	-1.2	-5.6	1.3	-5.2	1.3	-16.1	34.3
Nc1c(C(=O)Nc2cccc(Cl)c2Cl)sc2nc(-c3cccnc3)ccc12	-2.2	-2.8	-4.0	8.1	2.6	-12.3	6.0	-6.8	25.5
COC(=O)C1C(=O)C=C(N2CCOCC2)CC1(C)C (configuration not stated)	-0.6	5.1	-2.4	-12.6	1.7	8.3	3.6	-1.4	14.7
COC(=O)c1sc(NC(=O)CSc2nnnn2C)nc1C	-1.6	1.7	-2.1	-1.3	-2.5	-0.4	26.9	-5.0	7.2
CCOc1ccc(CCNC(=O)Cn2c(-c3nonc3N)nc3ccccc32)cc1OCC	0.0	5.9	-0.1	-5.1	5.6	-0.1	0.9	-0.1	-4.8
COCCCN1CN(S(=O)(=O)c2cccs2)c2nc3ccccc3nc21	-1.4	0.0	-2.8	6.1	-6.9	6.9	8.3	-5.7	-5.6
Cc1ccc2c(CSc3nncs3)cc(=O)oc2c1	3.1	2.8	-2.8	-8.2	-2.7	-8.2	76.1*	-7.2	-20.4
COc1ccc(NC(=S)NCCCCCC(=O)C[N+](=O)[O-])cc1	0.2	1.2	0.0	-13.0	7.7	-4.2	77.2*	-2.0	7.0
O=C(Sc1cccc2cccnc12)c1ccccc1Br	-3.6	3.4	-3.5	14.0	10.0	-3.7	15.0	-0.3	29.3
CN(C)CCCN(C(=O)C1=COCCO1)c1nc2ccc(Br)cc2s1	0.8	-0.5	-0.3	-3.1	1.9	-11.2	17.6	35.6*	14.0
COC(=O)c1sc(N)c(C(=O)OC)c1CSc1nnc(-c2ccccc2Cl)n1C	-2.2	-3.6	-2.5	5.7	16.2*	-13.5	58.0	-2.6	7.4
Cc1ccc(Nc2c(F)c(F)c(F)c(F)c2C(=O)O)cc1	-2.5	-3.8	-2.6	-6.4	7.0	-7.7	4.1	-0.8	7.6
CCOc1ccc(C(=O)CCC(=O)Nc2ccccc2C)cc1	-1.8	-2.6	-3.8	4.8	·	-3.5	40.8	-5.8	9.9
O=C(CN1C(=O)NC2(CCCc3ccccc32)C1=O)NCc1ccc(Cl)cc1Cl (configuration not stated)	-2.1	0.9	-0.3	-4.8	-3.4	5.4	·	-2.7	-1.3
CC(C(=O)N(C)Cc1ccccc1)N1CCN(C/C=C/c2ccccc2)CC1 (configuration not stated)	-3.0	-3.1	-3.5	5.8	-3.2	-4.5	55.2	-8.1	0.1
CN1CCN(CC(=O)Nc2ccc(Cl)cc2Cl)CC1	-0.4	-1.7	-1.8	-7.8	3.8	-3.9	13.2	-6.8	-6.6

By substructure: the compounds so far containing a nitro group on carbon (2)
SMILES	VIM-2 inhibitor	IDE cell activ	IMP-1 inhibitor	PfM18AAP inh	IDE inh	p-CIP stab down	PHOSPHO1 block	GPR7 antag	NALP1 inh
Nc1nonc1C(=O)N/N=C/c1cc2c(cc1[N+](=O)[O-])OCO2	-0.3	1.6	-1.6	12.7	0.1	-3.3	32.5	-10.2	9.8
COc1ccc(NC(=S)NCCCCCC(=O)C[N+](=O)[O-])cc1	0.2	1.2	0.0	-13.0	7.7	-4.2	77.2*	-2.0	7.0

Continuation:
SMILES	VIM-2 inhibitor	IDE cell activ	IMP-1 inhibitor	PfM18AAP inh	IDE inh	p-CIP stab down	PHOSPHO1 block	GPR7 antag	NALP1 inh
N=C1C(=O)OCC1c1ccccc1NC(=O)c1ccc(F)cc1 (configuration not stated)	-3.1	-5.9	-4.4	-5.0	2.8	5.2	18.6	-1.4	14.5
CC1CCCCN1Cc1c(O)ccc2c(=O)c(-c3ccc(Br)cc3)coc12 (configuration not stated)	-4.5	4.0	-2.2	3.5	·	2.7	-3.4	-1.5	22.1
O=C(/C=C/c1ccccc1Cl)c1ccccc(=O)c1O	2.2	4.5	11.0*	8.2	-1.3	-2.1	-15.4	-4.3	5.4
O=C(O)CCCNC(=O)CCCNC(=O)C(c1ccccc1)c1ccccc1	1.3	0.9	-2.1	-5.9	2.0	8.9	13.4	-8.8	30.3
CC(OC(=O)C1CCN(c2ccc(C(F)(F)F)cn2)CC1)C(=O)Nc1ccc(S(N)(=O)=O)cc1 (configuration not stated)	-3.1	-15.7	-1.0	4.4	18.2*	-13.8	25.0	-18.3	0.6
O=S(=O)(c1ccc(-n2cnnn2)cc1)N1CCNCC1	-2.2	1.5	-4.5	0.2	1.8	-2.7	52.9	-10.4	6.6
CSc1ccccc1C(=O)NC1CCCN(Cc2ccccc2F)C1 (configuration not stated)	-1.1	-2.4	-3.1	1.9	-1.0	-5.6	34.0	-3.2	-9.6
O=C(Nc1cccc([N+](=O)[O-])c1)C1CC(=O)N(C2CCCCC2)C1 (configuration not stated)	-3.7	0.5	-1.7	1.0	-0.3	-0.8	-4.9	-5.5	-8.8
COC(=O)c1ccc(NC(=O)CN(c2ccc3c(c2)OCO3)S(C)(=O)=O)cc1	-0.3	-1.5	-1.1	-12.3	2.9	5.9	-9.0	-4.5	23.6
CCN(CC)CCCNC(=O)c1cc(Cl)c(NC(=O)C2=C(C)OCCS2)cc1OC	10.8*	-2.6	-2.0	-0.9	1.0	-9.1	50.4	-5.6	20.8
Cc1ccc(C)c(NS(=O)(=O)c2cc(C(=O)NCCSC3CCCCC3)ccc2C)c1	-4.1	-0.4	-2.6	-2.0	4.0	0.1	9.4	-14.9	14.4
COc1cc(/C=C/C(=O)O)cc(S(=O)(=O)Nc2ccc3c(c2)OCO3)c1OC	-0.9	0.9	-1.9	-3.0	2.1	13.0	12.2	-12.1	4.2
CCOc1ccc2c(C)nc(NC3=NC(C)(C)C=C(C)N3)nc2c1	-1.5	2.1	-4.2	5.5	5.1	-3.5	-10.4	-10.9	18.3
CCCCSCCCNC(=O)c1ccc2c(c1)N(CC)C(=O)c1ccccc1S2=O (configuration not stated)	-2.1	-1.4	-4.5	4.7	8.9	-6.4	14.0	8.2	3.3
Cc1ccc(/C=C2\SC(=S)N(c3cccnc3)C2=O)cc1	0.1	5.8	-1.7	-0.3	-1.9	-12.7	-8.8	-7.9	12.8
CC1(C)CC(=O)C(CC(=O)Nc2cc(C(F)(F)F)ccc2Cl)C(=O)C1	-1.6	5.0	-0.5	-0.7	5.7	-2.0	-15.8	-12.2	5.5
Cc1cccc(NC(=O)CSc2nc(C)c(Cc3ccccc3)c(=O)[nH]2)c1C	-2.8	·	-2.6	-5.2	-3.9	-3.4	-3.9	-4.6	11.1
CCn1c(SCC(=O)Nc2ccc3[nH]c(=O)[nH]c3c2)nnc1-c1ccccc1	-1.9	6.8	-2.1	6.5	-0.1	-0.2	-59.3	-8.7	·
CCOC(=O)c1cc(NC(=O)N(C(C)C)C2CCCCC2)c(C)nc1C	-1.3	2.0	-2.7	0.5	-7.6	5.2	43.7	-4.8	1.4
COc1ccc(NC(=O)C(=O)N/N=C/c2cc(C)n(-c3cccc(Cl)c3Cl)c2C)c(OC)c1	-3.1	0.2	1.0	-10.0	-2.6	-7.9	23.3	-2.8	42.5
O=C(O)c1ccc(S(=O)(=O)c2ccc3c(c2)C(=O)N(c2ccc(O)cc2)C3=O)cc1	1.7	8.8	-2.3	33.4*	-2.8	-0.2	5.0	-1.1	·
O=C(CN(Cc1ccccc1)C(=O)c1ccco1)NCc1ccc(F)cc1	-3.4	7.3	-1.3	1.3	2.9	5.1	-9.6	5.1	15.2
